Abeta rescue = qHTS for compounds that reverse cellular toxicity of Amyloid beta (A-beta) peptide in yeast: Primary Screen; yeast expressing A-beta42, growth rescue, OD600, 48 h; response scale: 0% DMSO, 100% iron-clioquinol control; Potency, µM (doses to about 46.1 µM), without a hit: top-dose growth rescue, most hits filed as activators; hit rate 0.063% among 410,000; AID 1347071, 2019; note: potency is the fitted concentration of half-maximal effect; nearly all actives have a fitted effect of over 55% in size
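Yeast A-beta toxicity model in growth medium with pinned compounds, 48 h at 30 C; growth read as absorbance at 600 nm. Normalized to FeCl3/clioquinol equimolar mix (positive) and DMSO (negative).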
PLK1 PBD inh = qHTS for Inhibitors of PLK1-PDB (polo-like kinase 1 - polo-box domain): Primary Screen. Serine/threonine-protein kinase PLK1 (Homo sapiens), P53350. Plk1 PBD binding of FITC phosphopeptide, fluorescence polarization. Potency, µM, for the others: max response, negative = inhibition, hits mostly inhibitors. hit rate 2.8% among 360,000; note: potency is the fitted concentration of half-maximal effect; series mostly up to about 57 µM; % is set by controls: 0 for no effect and ±100 for the full control effect; nearly all actives have a fitted effect of over 65% in size
Target sequence (P53350 whole entry, looked up, the tested form may be a part): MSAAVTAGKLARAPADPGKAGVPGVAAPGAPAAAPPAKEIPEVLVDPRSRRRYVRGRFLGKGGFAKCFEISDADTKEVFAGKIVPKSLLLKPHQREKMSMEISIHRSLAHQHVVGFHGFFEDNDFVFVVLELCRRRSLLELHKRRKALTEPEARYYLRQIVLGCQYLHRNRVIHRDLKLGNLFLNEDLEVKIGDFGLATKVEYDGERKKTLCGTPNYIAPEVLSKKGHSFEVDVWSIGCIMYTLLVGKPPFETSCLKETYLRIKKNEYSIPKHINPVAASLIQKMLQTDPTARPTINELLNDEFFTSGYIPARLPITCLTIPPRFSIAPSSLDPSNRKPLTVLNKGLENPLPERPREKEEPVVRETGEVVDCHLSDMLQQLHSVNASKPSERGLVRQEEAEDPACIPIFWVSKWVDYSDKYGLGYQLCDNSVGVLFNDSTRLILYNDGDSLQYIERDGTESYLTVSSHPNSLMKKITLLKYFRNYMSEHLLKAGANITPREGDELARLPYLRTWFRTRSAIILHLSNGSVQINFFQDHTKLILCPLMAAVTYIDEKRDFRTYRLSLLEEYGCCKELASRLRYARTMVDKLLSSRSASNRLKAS
WRN inhibitor = qHTS for Inhibitors of WRN Helicase; WRN helicase unwinding, fluorescent forked duplex, kinetic; Potency, µM (series often up to 114 µM), for the others: top-dose activity change, negative = inhibition, usual class: inhibitors; hit rate 0.46% among 360,000; Bifunctional 3'-5' exonuclease/ATP-dependent helicase WRN (Homo sapiens), Q14191; AID 651768, 2012; note: potency is the fitted concentration of half-maximal effect; % is set by controls: 0 for no effect and ±100 for the full control effect; nearly all actives have a fitted effect of over 55% in size
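Primary qHTS, 1536-well format. 20 nM WRN + compound, 15 min RT; start with 100 nM forked fluorophore/quencher duplex, 2 mM ATP (final); kinetic read ex 525/em 598 nm.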
EPAC1 antagonist = qHTS for Antagonist of cAMP-regulated guanine nucleotide exchange factor 3 (EPAC1): primary screen. Rap guanine nucleotide exchange factor 3 (Homo sapiens), O95398. EPAC1 GEF assay, Rap1b-BODIPY-GDP exchange fluorescence. Potency, µM (top dose mostly 115 µM), inactives show top-dose activity change, negative = inhibition, actives largely listed as inhibitors. hit rate 0.14% among 360,000;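 note: potency is the fitted concentration of half-maximal effect; plate controls were vehicle for no effect and positive control for full effect; nearly all actives have a fitted effect of over 50% in size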
EPAC1 ag = qHTS for Agonist of cAMP-regulated guanine nucleotide exchange factor 3 (EPAC1): primary screen. Potency, µM (top dose mostly 154 µM), inactives show at the highest dose activation, usual class: activators. hit rate 0.073% among 360,000. EPAC1 agonist qHTS, biochemical assay; response scale: 100% = response to 6.5 mM cAMP. Rap guanine nucleotide exchange factor 3 (Homo sapiens), O95398; note: potency is the fitted concentration of half-maximal effect; nearly all actives have a fitted effect of over 60% in size
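Fluorescent GDP-exchange assay: 100 nM EPAC1 with 250 nM Rap1B preloaded with BODIPY-GDP and 50 uM GDP; compounds tested as concentration series, 5 min at room temperature, then read every 5 min for 30 min (ex 480/em 540 nm); normalized to 6.5 mM cAMP.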
IL-2 act = qHTS of IL-2 Activators | IL-2 activation reporter assay, cell-based qHTS; stimulated with anti-CD3/CD4/CD28 beads; in transgenic mouse T cells | activation, % (series mostly up to about 46 µM) | hit rate 0.065% among 360,000; in the data active = activation above about 50%; inconclusive = mostly about 30% to 49%; note: 0% is about no effect
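Unstimulated transgenic mouse T cells preincubated 60 min with compound, then stimulated with anti-CD3/anti-CD4-coated beads plus anti-CD28 for 18 h at 37 degrees C. IL-2 response read as EGFP and DsRed fluorescence by plate cytometry.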
PI5P4Ka inh = qHTS for Inhibitors of phosphatidylinositol 5-phosphate 4-kinase (PI5P4K); max response, %; PI5P4Kalpha enzyme, ADP-Glo luminescence, 60 min; active compounds read low; AID 652105, 2013; hit rate 1.2% among 330,000; Phosphatidylinositol 5-phosphate 4-kinase type-2 alpha (Homo sapiens), P48426; active = max response of -50% or lower; inconclusive = between -30% and -50%; inactive = -30% or higher; note: value at the top dose of about 77 µM; % is set by controls: 0 for no effect and ±100 for the full control effect
Target sequence (P48426 whole entry, looked up): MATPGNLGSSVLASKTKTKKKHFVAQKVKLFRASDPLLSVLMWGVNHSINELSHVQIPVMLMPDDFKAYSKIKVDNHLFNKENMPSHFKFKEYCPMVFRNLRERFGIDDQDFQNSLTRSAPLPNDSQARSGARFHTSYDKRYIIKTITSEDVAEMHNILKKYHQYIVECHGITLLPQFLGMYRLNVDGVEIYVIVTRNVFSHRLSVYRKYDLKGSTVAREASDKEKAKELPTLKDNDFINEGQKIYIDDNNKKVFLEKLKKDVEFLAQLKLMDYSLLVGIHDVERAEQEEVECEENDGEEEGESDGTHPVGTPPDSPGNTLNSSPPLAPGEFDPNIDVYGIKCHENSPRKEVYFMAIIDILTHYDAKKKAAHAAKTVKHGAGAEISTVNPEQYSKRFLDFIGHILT
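Quantitative HTS of the MLSMR library against PI5P4Kalpha with substrate. ATP added last at 5 microM final; room temperature, 60 minutes. Remaining ATP depleted, ADP converted and read as luminescence.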
FUS suppressor = qHTS for Suppressors of FUS Proteinopathy: Primary screen using FUS-linked yeast assay | S. cerevisiae FUS-expressing, growth rescue, OD600, 24 h | AID 1347120, 2019 | Potency, µM (top dose mostly 76.6 µM), inactives show top-dose growth rescue (activation), hits mostly activators | hit rate 0.24% among 390,000;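 note: potency is the fitted concentration of half-maximal effect; plate controls were DMSO vehicle for no effect and reference control for full effect; nearly all actives have a fitted effect of over 55% in size; some results filed as inactive show a strong effect at the top dose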
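FUS-expressing yeast, raffinose-pregrown, induced in 2% galactose minimal medium at OD 0.005; compounds in a dilution series, 24hr at 30C. Growth restoration read as absorbance at 600 nm. CP55940 positive control, DMSO negative.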
* = called active by the depositor; ? = inconclusive; · = not tested or not shown; & = joins results of further samples; [ ] = another dose, or the depositor's remark. Unless noted, calls come from the whole dose curve; as a rule, active = well fitted curve in the direction sought with a large enough effect; inconclusive = small, poorly fitted or top-dose-only effect, or another doubt; inactive = no such curve, though single readings can be large; an effect the other way counts as inactive or inconclusive.

compound	Abeta rescue	PLK1 PBD inh	WRN inhibitor	EPAC1 antagonist	EPAC1 ag	IL-2 act	PI5P4Ka inh	FUS suppressor
O=C(COC(=O)c1ccc([N+](=O)[O-])s1)NCCc1ccccc1	-95%[inhibitor]	-23%	28%	?	1%	-0.5	-4	-21%
CC1CCCN(S(=O)(=O)c2ccc(C(=O)Nc3nnc(-c4ccncc4)o3)cc2)C1 (stereo not drawn)	-4%	-11%	?	-11%	7%	-1.8	-19	?
OC[C@@H]1CN(CCc2ccccc2)C[C@H](n2cnc3c(N4CCOCC4)ncnc32)O1	-4%	2%	-5%	3%	2%	-0.1	0	-11%
CCN(CC)S(=O)(=O)c1cc(C(=O)OC)ccc1Cl	-20%	-2%	-1%	2%	4%	-3.1	-1	9%
O=C(NC1CCCC1)C(c1ccc(F)cc1)N(Cc1ccc(Cl)cc1)C(=O)CCl (stereo not drawn)	11%	-19%	3%	8%	6%	0.7	1	27%
Cc1ccc(C(C)(C)C)cc1S(=O)(=O)Nc1cccc(S(=O)(=O)NC2=NCCC2)c1	16%	-8%	-18%	-4%	1%	-0.1	7	·
c1cnc2nc3c4ccccc4c4ccccc4c3nc2c1	-42%[inhibitor]	-7%	?	-5%	11%	-0.8	7	34%
CCCc1ccc(C(C)NC(=S)NCc2ccc(F)cc2)cc1 (stereo not drawn)	3.5µM*	-7%	-1%	-16%	16%	-3.0	6	14%
O=C(COC(=O)/C=C/c1ccccc1)NC(=O)NC1CCCCC1	17%	-4%	-5%	-21%	-13%	-0.6	3	10%
CC1(C)CC(CCC(=O)Nc2ccccc2Cl)C(=O)O1 (stereo not drawn)	0%	-2%	8%	3%	-5%	-2.2	·	17%
COc1ccc(NC(=O)CN(C)C(=O)c2cc(-c3ccncc3)nc3ccccc23)cc1	22%	-9%	-25%	18%	0%	-2.9	-2	57%
CCN1CCN(Cc2ccc(NC(=O)c3ccc(C)c(NC(=O)C4=NN(c5ccccc5)C(=O)C4)c3)cc2C(F)(F)F)CC1	-22%&-11%	-1%&-9%	4%&10%	-11%&-11%	-32%&-22%[inhibitor]	2.0&-0.1	?	?
CC(C)/C=N/NC(=O)c1ccc(Cl)cc1	-23%	27µM*	4%	1%	6%	-0.7	-21	-28%
COc1ccc(N2CCN(C(=O)c3oc4ccccc4c3NC(=O)CCc3cc(OC)no3)CC2)cc1	7%	-4%	-7%	-30%	12%	-2.9	-1	12%
Cc1[nH]n2c(=O)cc(C(C)(C)C)nc2c1-c1ccccc1	3%	-18%	-9%	-27%	-2%	-0.3	1	3%
O=C(O)c1cccc(Nc2nc(-c3ccccc3)nc3ccccc23)c1	2%	0%	-28%	-8%	0%	-4.3	2	30%
C=CCSc1nc(N(CC)CC)c2sccc2n1	18%	-6%	-14%	-2%	2%	-0.4	18	-2%
COc1ccc(/C(C)=N/NC(=S)NCCc2ccccc2)cc1	13µM*	-12%	-7%	-7%	11%	-2.3	11	28%
CCc1ccc2c(c1)/C(=C/C(=O)c1cccs1)C(=O)N2	-88%[inhibitor]	?	-20%	-15%	-4%	-2.8	·	13%
COc1ccc(NC(=S)N2CCC(C(=O)c3ccc(OC)cc3)CC2)cc1	33%	-9%	-15%	-15%	-6%	-0.3	1	43%
O=C(Nc1cc(-c2nc3ccccc3s2)ccc1Cl)c1ccc2c(c1)OCO2	3%	-1%	-20%	-2%	2%	0.5	·	34%
COc1ccc(C2=NOC(C(=O)Nc3ccc(C(C)=O)cc3)C2)cc1OC (stereo not drawn)	-6%	-6%	3%	6%	4%	0.4	·	18%
COc1ccccc1/C=C/C(=O)NCC(=O)n1nc(C)cc1C	5%	-18%	-7%	8%	5%	-0.6	-1	5%
O=C(c1ccccc1)c1cccn1CC(=O)N1CCN(c2ccccc2)CC1	8%	-2%	-1%	-17%	1%	0.4	3	37%
COc1ccc(C)cc1NC(=O)CC(NC(C)=O)c1ccccc1 (stereo not drawn)	-4%	5%	6%	-10%	3%	0.8	3	-46%
N=C1CCCC1C(=S)SCCC(N)=O (stereo not drawn)	-4%	0%	1%	11%	-8%	-0.4	-25	4%
O=C(CN1C(=O)CS/C1=C\c1nc(-c2ccc(Cl)cc2)cs1)Nc1cccnc1Cl	-25%	-10%	6%	-2%	7%	-1.2	-9	20%
CCOC(=O)[C@]12CCC=C1N(Cc1cccc3ccccc13)C(=O)[C@H](CC(=O)N1CCCC1)C2	-2%	-8%	1%	-7%	-2%	0.4	3	?
Cc1ccc(NC(=S)N2CCN(c3ccccn3)CC2)c(C)c1	-7%	-14%	-2%	-23%	12%	0.4	-1	1%
CC1C(=O)C(C)C(c2ccc(Br)cc2)NC1c1ccc(Br)cc1 (stereo not drawn)	?	-10%	-6%	17%	2%	-0.2	-2	0%
Cc1c(C(=O)O)sc(S(=O)(=O)N2CCN(C(=O)Cc3ccccc3Cl)CC2)c1C(=O)O	-8%	-11%	-16%	10%	5%	0.0	1	·
COc1ccc(-c2nc3ccccc3nc2-c2ccccc2)cc1OC	3%	-10%	-30%	-16%	8%	-0.2	7	20%
Nn1c(SCc2nc3ccccc3[nH]2)nnc1C1CCCCC1	10%	-14%	4%	13%	-4%	-1.0	1	26%
O=C(NCCN1CCC(Cc2ccccc2)CC1)C1CCN(S(=O)(=O)N2CCC3(CC2)OCCO3)CC1	-11%	-9%	-3%	1%	-2%	-0.2	0	8%
Cc1ccccc1C(=O)NC(=S)Nc1ccc(S(=O)(=O)N2CCN(C)CC2)cc1	13%	-24%	-6%	1%	2%	0.1	3	-2%
Cc1ccc(NC(=S)Nc2cc(-c3ccccc3)[nH]n2)cc1Cl	-23%	-5%	3%	5%	-10%	-0.3	9	-5%
COc1cc(/C=N/NC(=O)CNC(=O)c2ccco2)ccc1O	-5%	-10%	-1%	7%	12%	1.1	-11	27%
COc1ccc(-c2cc3ccccc3[nH]2)cc1	19%	-8%	?	-18%	9%	-0.2	1	9%
CC(=O)O[C@@H](C[C@@H](C)C1=C2C[C@H](O)C3[C@@]4(C)CCC(=O)C(C)(C)C4CC[C@]3(C)[C@@]2(C)CC1)[C@H]1OC1(C)C (stereo partly drawn)	-3%	-2%	-6%	-17%	-25%	-0.8	1	?
N#CC1=C(N)NC(SCC(=O)Nc2ccc(Br)cc2)=C(C#N)C12CCCCC2	-6%	-13%	-27%	1%	3%	-0.6	-19	?
CCN(CC(=O)Nc1ccc(NC(C)=O)cc1)C(=O)c1cccc(-n2cccc2)c1	23%	-4%	-29%	-7%	-5%	2.0	-17	20%
CNc1nc(N)c(C(=O)C(C)(C)C)s1	26%	-1%	-5%	12%	-2%	0.2	·	-9%
COC(=O)c1cccc(NC(=S)N2CCN(C)CC2)c1	-10%	-2%	-6%	16%	-2%	1.3	-2	-6%
O=C(Cc1ccccc1)NN1C(=O)/C(=C/c2ccc(C(=O)O)cc2)SC1=S	-3%	-14%	-16%	-4%	9%	-2.5	-1	-5%
O=C1CSC(c2cccnc2)N1CCc1ccccn1 (stereo not drawn)	16%	?	5%	3%	3%	-0.5	2	-4%
Cn1c(CNc2ccccn2)c(C#N)c2ccccc21	6%	-5%	-1%	11%	-6%	-3.0	·	21%
CCN(CC)CCN1C(=O)/C(=C\c2ccc(Cl)c([N+](=O)[O-])c2)SC1=Nc1ccc(OC)cc1	-28%	-14%	3%	-4%	7%	-0.7	-2	35%
CN1CCN(S(=O)(=O)c2ccc(NCc3ccc4c(c3)OCO4)nc2)CC1	0%	1%	0%	-3%	-1%	4.6	1	6%
C[C@@H](c1ccccc1)N1C[C@@H](COCc2ccccc2)Oc2cc(N3CCC[C@@H]3CO)ccc2S1(=O)=O	10%	-6%	-8%	9%	12%	-0.2	3	24%
COc1ccc(-c2ccc(SCC(=O)N3CCN(c4ccccc4)CC3)nn2)cc1	18%	-12%	4%	14%	12%	-0.1	3	14%

New compounds follow
compound	Abeta rescue	PLK1 PBD inh	WRN inhibitor	EPAC1 antagonist	EPAC1 ag	IL-2 act	PI5P4Ka inh	FUS suppressor
Clc1ccc(C=Cc2ccccn2)c(Cl)c1	-16%	-7%	3%	-10%	9%	-0.9	1	3%
COC(C(=O)Nc1ccc(F)c(F)c1)c1ccccc1 (stereo not drawn)	11%	2%	3%	2%	0%	-0.2	1	-5%
Cc1nnc(SCC(=O)Nc2sc3c(c2C(N)=O)CCC(C)C3)[nH]c1=O (stereo not drawn)	2%	?	-1%	0%	12%	0.3	-54*	-7%
Cc1cc(C)n(-c2nc3ccccc3nc2N2CCCCCC2)n1	14%	3%	-5%	-5%	4%	-2.1	3	27%
CCc1c(C)sc(NC(=O)CSc2nc3c(c(C(F)(F)F)n2)CCc2ccccc2-3)c1C#N	-8%	?	-1%	-13%	4%	-1.7	·	19%
O=C(Cc1ccccc1)NC1CCN(S(=O)(=O)c2ccc(C(=O)O)cc2)CC1	-18%	-7%	-9%	-5%	11%	-1.0	·	38%

Screens as filed in PubChem.
